# Wnt act – Wnt/beta-catenin pathway activation. Wnt/beta-catenin reporter cell assay, activator, plate reader. activation, % at 9.35 µM. hit rate 1.2% among 300,000. AID 743398; in the data active = activation above about 30%, passing the limit was not always enough;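 note: 0% = neutral control wells and 100% = positive control wells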
# Ecoli viability – counter-screen for AddAB inhibitors: E. coli growth inhibition | E. coli V3065 growth, OD600 absorbance, 18 h | inhibition, % at 11.9 µM | hit rate 0.27% among 330,000;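 active = inhibition above the campaign's mean inhibition across all tested compounds plus 3 SD, cut at about 9.9% in these data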;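 note: uninfected addAB+ strain grown without phage in ampicillin broth; 0% = DMSO wells and 100% = ciprofloxacin 0.95 µg/ml wells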
# SR-BI HDL uptake – inhibitors of mouse SR-BI mediated HDL lipid uptake | inhibition, % at 12.5 µM | hit rate 0.96% among 320,000 | Q61009 | ldlA[mSR-BI] CHO cells, DiI-HDL uptake fluorescence, 3 h | AID 488896;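 active = mean replicate inhibition of at least 70% and a set share of replicates each scoring 70 or more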;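 note: 0% = median of neutral control wells and 100% = median of positive control wells; values of inactives mirror those of a sister screen read the other way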
# Target sequence (Q61009 whole entry, looked up): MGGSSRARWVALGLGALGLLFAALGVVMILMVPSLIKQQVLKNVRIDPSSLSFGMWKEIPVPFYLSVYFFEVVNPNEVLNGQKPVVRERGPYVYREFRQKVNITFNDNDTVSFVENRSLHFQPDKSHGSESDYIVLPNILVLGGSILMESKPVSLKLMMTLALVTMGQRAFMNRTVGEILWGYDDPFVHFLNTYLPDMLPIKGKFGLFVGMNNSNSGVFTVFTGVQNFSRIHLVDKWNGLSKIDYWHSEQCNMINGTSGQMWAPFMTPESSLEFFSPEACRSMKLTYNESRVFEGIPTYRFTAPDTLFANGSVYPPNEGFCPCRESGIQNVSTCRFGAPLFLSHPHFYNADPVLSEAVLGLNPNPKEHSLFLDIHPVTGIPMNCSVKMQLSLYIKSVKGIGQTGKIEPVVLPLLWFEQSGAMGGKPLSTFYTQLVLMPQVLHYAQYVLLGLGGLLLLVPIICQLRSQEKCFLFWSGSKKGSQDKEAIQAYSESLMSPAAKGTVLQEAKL
# AddAB inh – less growth of phage-infected E. coli with AddAB; hit rate 0.29% among 330,000; inhibition, % at 11.9 µM; E. coli expressing H. pylori AddAB, absorbance growth; in the data active = inhibition above about 12%;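 note: 0% = vehicle wells of infected cells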
# Tat transport – E. coli Tat transport inhibition | E. coli MC4100 TorA-mCherry Tat export, fluorescence | inhibition, % at 10 µM | hit rate 0.036% among 340,000;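 active = mean replicate inhibition at least 50% and at least half of replicates individually reaching 50%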;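 note: exported cargo escapes ClpAP degradation while cytoplasmic cargo is degraded and loses fluorescence; 0% = median of neutral control wells and 100% = median of NaSCN control wells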
# MITF TRPM1 HTS – activators of MITF-driven TRPM1 promoter activity in SK-MEL-5 cells; activation, % at 12.5 µM; hit rate 0.75% among 300,000; SK-MEL-5 TRPM1-promoter luciferase, 24 h; % of positive control, neutral wells = 0;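 active = mean activation of at least 80% with every replicate also reaching 80%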;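 note: 0% = neutral control wells and 100% = parthenolide positive control wells; values of inactives mirror those of a sister screen read the other way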
# CAL PDZ FP-1 – inhibitors of human CAL PDZ peptide binding | purified CAL PDZ, TMR-peptide fluorescence polarization, 1 h | inhibition, % at 20 µM | Q9HD26 | AID 504414 | hit rate 0.02% among 330,000;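 active = highest replicate inhibition of at least 40%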;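 note: plate controls were DMSO neutral control wells for no effect and unlabeled competitor peptide control wells for full effect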
#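 Read-out basis: mP drop reported as inhibition | Assay system: Tagged CAL PDZ protein CerCALP, purified | Benchmarks: Unlabelled peptide for full inhibition, DMSO wells as neutral | Schedule: 1 h incubation at room temperature before polarization reading | Buffer or medium: Sodium phosphate/NaCl buffer pH 7.4 with TCEP, IgG, Thesit | Doses: Single point, 20 µM | Measured by: Fluorescence polarization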
# SR-BI uptake up – enhances SR-BI lipid uptake from DiI-HDL. activation, % at 12.5 µM. hit rate 0.096% among 320,000. CHO ldlA[mSR-BI] cells, DiI-HDL uptake fluorescence, 3 h; 100 = double the neutral-control signal;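 active = mean replicate activation of at least 60% and every replicate at or above 60%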;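 note: 0% = median plate neutral-control signal and 100% = twice that signal; values of inactives mirror those of a sister screen read the other way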
#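 Material: SR-BI-overexpressing, LDLR-lacking CHO cells; schedule: compound exposure 3 h, 37 °C; reagent: DiI-labelled HDL at 10 µg/mL final; technique: bottom-read fluorescence, 550/595 nm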
# CAL PDZ FP-2 – inhibitors of human CAL PDZ peptide binding. Q9HD26. purified CAL PDZ, TMR-peptide fluorescence polarization, 1 h. inhibition, % at 24.9 µM. hit rate 0.92% among 300,000. AID 602252;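 active = mean inhibition of at least 30% with at least half of replicates also reaching 30%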;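 note: 0% = DMSO neutral control and 100% = excess unlabeled competitor peptide PRC23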
# phage Ecoli inh – E. coli growth loss with phage present; inhibition, % at 11.9 µM; AID 651602; hit rate 0.26% among 360,000; growth absorbance; in the data active = inhibition above about 11%
# * = called active by the depositor; · = not tested or not shown.
SMILES,Wnt act,Ecoli viability,SR-BI HDL uptake,AddAB inh,Tat transport,MITF TRPM1 HTS,CAL PDZ FP-1,SR-BI uptake up,CAL PDZ FP-2,phage Ecoli inh
CCOc1ccccc1OCC(=O)Nc1nc2ccccc2[nH]1,1,2.2,-6,0.2,5,11,-5.7,6,3,2.9
CC(C)n1c(CN2CCN(Cc3ccccc3)CC2)nc2ccccc21,-4,-1.3,12,-0.2,1,-10,-1.7,-12,-13,0.4
Cc1nc2ccccc2n1/N=C/c1cccnc1,-2,0.3,-6,2.0,10,-11,0.3,6,·,3.7
CCCC(=O)Nc1nc2nc(-c3ccccc3)cc(=O)n2[nH]1,·,2.6,0,2.6,1,-1,0.1,0,-2,3.0
C=CCNC(=O)COC(=O)c1oc2ccccc2c1CSC1CCCCC1,-3,-1.6,29,-0.7,-2,0,0.0,-29,-4,5.2
COc1ccc(NS(=O)(=O)c2ccc(NC(=O)c3ccc(CN4CCOCC4)cc3)cc2)cc1,-4,-4.0,36,-3.4,-6,-36,-6.3,-36,-4,1.7
CCCCCn1c(=O)[nH]c2cc(C(=O)NCCCN3CCCCC3)ccc2c1=O,-1,-1.2,-9,-0.8,-1,29,-1.9,9,-7,1.4
CCOC(=O)N1CCN(C(=O)C2CCN(S(C)(=O)=O)CC2)CC1,2,-0.1,-35,1.1,-6,1,-1.4,35,-6,3.6
c1coc(-c2nc3ccccc3nc2-c2ccco2)c1,2,-1.1,-14,-0.9,4,3,-1.0,14,-3,1.6
COc1ccc(-c2cn3c4c(sc3n2)CCCC4)cc1,20,5.0,24,1.6,-3,·,1.8,-24,0,5.1
CCCCC1=CC2=CC(=O)C(C)(OC(=O)CC)C(=O)C2=CN1c1ccccc1 (stereo not drawn),·,-2.6,10,3.6,3,3,-4.6,-10,-2,·
O=C(Nc1ccccc1N1CCN(C(=O)c2ccc(Cl)cc2)CC1)c1cc(Br)ccc1Cl,-7,3.4,45,0.0,2,·,-1.4,-45,1,2.5
O=C(CS(=O)(=O)Cc1ccccc1)N1CCN(c2ccccc2F)CC1,2,-2.0,-1,-3.8,-2,27,0.0,1,-26,1.8
O=C(Nc1ccc(-c2csc(Nc3ccc(Cl)cc3)n2)cc1)c1ccccc1,5,-4.2,93*,-2.4,-2,11,-0.1,-93,-2,1.6
COc1ccc(OC)c(NC(=O)COC(=O)c2c3c(nc4ccccc24)CCCC3)c1,-3,-2.0,68,-0.3,12,9,-0.8,-68,·,0.9
O=C(NCc1ccc(N2CCCC2=O)cc1)c1cnccn1,-5,0.0,-12,1.1,-2,-13,-3.7,12,-3,2.0
Cc1cc(C)nc(SCC(=O)Nc2ccc3c(c2)OCO3)n1,2,1.4,-12,2.1,1,-6,-1.4,12,-4,2.3
O=C(NCc1ccccc1)C1CCN(S(=O)(=O)c2cc([N+](=O)[O-])ccc2Cl)CC1,-1,-1.1,20,-0.5,-7,-20,-2.1,-20,3,3.7
NC(=O)c1c(NC(=O)c2ccc(N3C(=O)CCC3=O)cc2)sc2c1CCCC2,15,-1.2,75*,-1.2,6,5,-0.3,-75,-6,1.1
CC(C)CNC(=O)c1cc(-c2ccco2)on1,0,-1.6,-20,1.7,-1,27,-0.5,20,0,4.4
CCC(CO)(CO)N(CC(=O)Nc1ccc(OC)cc1)CC(=O)Nc1ccc(OC)cc1,5,-1.0,13,1.2,-1,-1,0.3,-13,0,2.0
COC(=O)C1=C(C)N(Cc2ccccc2)C(=NCc2ccccc2)N[C@H]1c1cccc(C(F)(F)F)c1,·,2.2,-15,3.2,11,-87,-1.3,15,-1,·
O=[N+]([O-])c1ccc(OCCCn2cncn2)cc1,1,1.3,2,0.8,7,3,·,-2,-2,1.2
COC(=O)CN(c1ccccc1)S(=O)(=O)c1ccccc1,0,-0.9,-7,0.3,-4,-10,-2.5,7,3,0.6
Cc1cc(C)cc(SCc2noc(C(=O)NC(C)C)c2C(=O)NC(C)C)c1,·,3.4,-10,2.4,1,-3,-0.3,10,-4,·

# Going on with the list:
SMILES,Wnt act,Ecoli viability,SR-BI HDL uptake,AddAB inh,Tat transport,MITF TRPM1 HTS,CAL PDZ FP-1,SR-BI uptake up,CAL PDZ FP-2,phage Ecoli inh
Cc1ccc(O)c(C(=O)c2cnc3c(c2)CN(C)C(=O)N3)c1,·,-1.8,11,2.2,-12,-2,0.6,-11,4,2.1
S=C(Nc1ccc(-c2nc3ccccc3[nH]2)cc1)Nc1cccnc1,25,-0.8,2,1.4,-10,35,-2.0,-2,43*,4.3
CCCCN(C(=O)CCC(=O)Nc1cc(C)on1)C(C(=O)NC1CCCC1)c1cccc(OC)c1 (stereo not drawn),-2,-0.6,·,5.4,-1,9,-0.6,·,0,1.2
COc1ccc(NC(=O)C2CCN(S(=O)(=O)c3ccc(N4CCCC4=O)cc3)CC2)cc1OC,-2,-2.5,20,1.1,0,-6,-1.7,-20,4,2.6
O=C(Nc1ccccn1)NC1CCS(=O)(=O)C1 (stereo not drawn),-2,0.3,-11,0.0,0,·,0.9,11,5,2.8
Cc1cc(=O)[nH]c(N2CCCCC2)n1,-4,·,-10,·,-13,-12,-0.7,10,-1,4.6
CCn1c(SCC(=O)C(C)(C)C)nnc1-c1ccccc1OC,0,0.1,-13,3.5,13,-3,1.0,13,-4,1.2
O=C(Nc1nnc(-c2ccncc2)o1)c1ccccc1,-1,-2.9,-22,-2.0,-2,0,-1.2,22,-1,-0.9
CC(=O)c1cccc(NC(=O)N2CCCC2C(=O)Nc2cccc(C)c2)c1 (stereo not drawn),·,0.3,-7,-0.5,-1,-3,-2.2,7,-1,-0.7
Cc1noc(C)c1S(=O)(=O)Nc1ccc2c(c1)C(=O)N([C@H](C)CO)C[C@H](C)[C@@H](CN(C)Cc1ccc(C(=O)O)cc1)O2,3,0.3,-36,0.2,0,4,-1.2,36,-3,1.6
O=C(CCNS(=O)(=O)c1ccc(Cl)cc1)NCc1cccnc1,·,-2.2,-25,-1.6,1,7,0.7,25,1,1.7
CC(=O)Nc1ccc(NC(=O)COC(=O)c2cnccn2)cc1,-1,1.9,-16,3.9,-3,-4,-0.1,16,·,2.9
COc1ccc(NC(=O)CNC(=O)c2sc3ccccc3c2Cl)c(OC)c1,5,3.0,-2,2.6,-4,7,-1.9,2,-7,1.1
CC(=O)N1CCN(CC(=O)Nc2ccccc2Sc2ccc(Cl)cc2)CC1,0,-0.9,-3,2.9,4,-9,-3.2,3,1,3.4
CCOc1cc(CNCc2ccc(C(=O)O)cc2)ccc1OC,1,-2.6,-17,1.4,-5,2,·,17,-7,3.4
O=c1[nH][nH]c(C(F)(F)F)c1C=Nc1cccc(Cl)c1,1,0.5,-8,2.4,3,-6,-2.3,8,1,0.5
COc1ccccc1-c1c(C)nn2c(N3CCOCC3)cc(C)nc12,1,-1.8,-6,-2.2,0,0,-0.5,6,-1,-0.1
O=C(CC1CCCCC1)NCc1ccco1,0,1.0,6,0.9,-7,-15,-2.4,-6,3,0.9
Cc1cc(C)nc(NC(=O)/C=C/c2ccccc2Cl)c1,44*,0.9,42,1.5,0,54,-0.7,-42,0,2.8
COc1ccc(N2CC(C(=O)N3CCC4(CC3)CC(=O)c3ccccc3O4)CC2=O)cc1 (stereo not drawn),-3,0.5,-3,-1.4,-4,-14,-2.7,3,1,2.1
O=C(CSc1ccc2ccccc2n1)NC1CC1,4,-0.7,-12,-0.9,-5,2,-1.8,12,1,2.0
Cc1noc(C)c1C(=O)N1CCCC(C(=O)c2ccc(Cl)cc2)C1 (stereo not drawn),-1,-1.7,-2,1.0,2,-11,-0.6,2,3,2.9
O=c1[nH]c(CSc2nnc(-c3ccncc3)n2Cc2ccco2)nc2ccccc12,-4,0.5,0,0.8,-2,-8,-1.1,0,-2,0.8
CC(=NCCN1CCN(C(=S)Nc2ccccc2)CC1)C1=C(O)CC(C)(C)CC1=O,4,-0.6,35,2.4,2,·,-3.2,-35,1,1.1
COc1ccc(CNc2ccc(N3CCOCC3)cc2)cc1,4,-0.2,-3,3.0,-2,·,-0.6,3,-1,2.4

# Part of the list above, set out differently.
O=C(Nc1ccccn1)NC1CCS(=O)(=O)C1 (stereo not drawn)
  Wnt act: -2
  Ecoli viability: 0.3
  SR-BI HDL uptake: -11
  AddAB inh: 0.0
  Tat transport: 0
  MITF TRPM1 HTS: ·
  CAL PDZ FP-1: 0.9
  SR-BI uptake up: 11
  CAL PDZ FP-2: 5
  phage Ecoli inh: 2.8
CCOc1cc(CNCc2ccc(C(=O)O)cc2)ccc1OC
  Wnt act: 1
  Ecoli viability: -2.6
  SR-BI HDL uptake: -17
  AddAB inh: 1.4
  Tat transport: -5
  MITF TRPM1 HTS: 2
  CAL PDZ FP-1: ·
  SR-BI uptake up: 17
  CAL PDZ FP-2: -7
  phage Ecoli inh: 3.4
COc1ccc(CNc2ccc(N3CCOCC3)cc2)cc1
  Wnt act: 4
  Ecoli viability: -0.2
  SR-BI HDL uptake: -3
  AddAB inh: 3.0
  Tat transport: -2
  MITF TRPM1 HTS: ·
  CAL PDZ FP-1: -0.6
  SR-BI uptake up: 3
  CAL PDZ FP-2: -1
  phage Ecoli inh: 2.4

# Next section.
SMILES,Wnt act,Ecoli viability,SR-BI HDL uptake,AddAB inh,Tat transport,MITF TRPM1 HTS,CAL PDZ FP-1,SR-BI uptake up,CAL PDZ FP-2,phage Ecoli inh
COc1cccc(CNC(=O)c2ccc(Cl)c(S(=O)(=O)N3CCOCC3)c2)c1,1,-2.9,10,1.4,4,7,-0.3,-10,·,2.2
CCOC(=O)c1ccc(COC(=O)c2nonc2N)cc1,1,-4.8,9,-1.7,2,1,-0.8,-9,-1,1.6
COc1cc(C(=S)N2CCOCC2)cc(OC)c1OC(=O)c1ccc(F)cc1,-1,0.6,-6,-0.4,16,5,-5.1,6,·,0.2
CCOc1ccc(C(=O)NC(C(=O)NCC2CCCO2)C(C)C)cc1 (stereo not drawn),1,-1.0,·,-0.4,-1,-4,-2.2,·,-3,2.0
CNCc1ccccc1Sc1ccc(O)c(O)c1,0,1.2,-30,5.0,-12,-18,-0.7,30,2,2.3
O=C(CSc1nc(=O)n(CCN2CCOCC2)c2c1CCCC2)Nc1ccc(F)cc1F,5,2.0,-6,-0.5,2,0,-4.0,6,-3,1.0
O=C(Nc1ccc(S(=O)(=O)N2CCCCC2)cc1)c1ccco1,1,-1.7,-15,0.4,-1,-2,-2.1,15,-2,3.5
NC(=O)c1ncc(C(F)(F)F)cc1Oc1cccnc1,1,-0.4,-5,3.4,7,3,-2.1,5,0,1.1
CCCCOc1ncnc2c1[nH]c1ccc(OCC)cc12,·,0.1,18,0.2,-6,28,-2.4,-18,·,-0.9
NC(=O)CC[C@H](NC(=O)c1ccc(F)cc1)C(=O)OCC(=O)NCc1ccc(F)cc1,-1,-2.0,-5,-1.2,3,3,·,5,6,2.1
